Bioassay records as filed in PubChem BioAssay.
CXCR6 inh – CXCR6 receptor inhibitors, primary screen, cell-based, beta-arrestin, luminescence, CHO-K1 PathHunter, 1536-well. C-X-C chemokine receptor type 6 (Homo sapiens), O00574. inhibition, % at 20 µM. actives 0.36% (n = 360,000). AID 602244, 2012; in the data active = inhibition above about 34%, passing the limit was not always enough;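 note: antagonist mode with CXCL16 agonist at 10 nM final; 0% = 10 nM CXCL16 with DMSO and 100% = unstimulated wells without agonist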
Target sequence (O00574 whole entry, looked up): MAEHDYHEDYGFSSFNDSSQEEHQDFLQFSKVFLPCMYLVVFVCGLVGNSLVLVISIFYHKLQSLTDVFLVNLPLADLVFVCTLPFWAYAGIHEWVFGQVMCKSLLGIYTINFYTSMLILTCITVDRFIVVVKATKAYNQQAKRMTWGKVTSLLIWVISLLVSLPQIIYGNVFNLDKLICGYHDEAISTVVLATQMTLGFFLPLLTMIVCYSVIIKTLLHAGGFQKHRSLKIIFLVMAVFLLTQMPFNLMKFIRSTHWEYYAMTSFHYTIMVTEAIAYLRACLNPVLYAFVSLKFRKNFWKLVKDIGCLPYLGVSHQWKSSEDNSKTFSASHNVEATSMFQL
EBI2 block – EBI2 receptor antagonists, beta-arrestin recruitment, primary screen, cell-based, luminescence, 7a,25-OHC stimulation, uHTS | G-protein coupled receptor 183 (Homo sapiens), P32249 | 7a,25-OHC stimulated | inhibition, % at 5 µM | actives 0.81% (n = 360,000) | AID 651636, 2012; in the data active = inhibition above about 38%;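 note: enzyme fragment complementation signal reports receptor beta-arrestin coupling in cells; 0% = agonist plus DMSO wells and 100% = wells without agonist; some results beyond the cut were filed as inactive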
Target sequence (P32249 whole entry, looked up, the tested form may be a part): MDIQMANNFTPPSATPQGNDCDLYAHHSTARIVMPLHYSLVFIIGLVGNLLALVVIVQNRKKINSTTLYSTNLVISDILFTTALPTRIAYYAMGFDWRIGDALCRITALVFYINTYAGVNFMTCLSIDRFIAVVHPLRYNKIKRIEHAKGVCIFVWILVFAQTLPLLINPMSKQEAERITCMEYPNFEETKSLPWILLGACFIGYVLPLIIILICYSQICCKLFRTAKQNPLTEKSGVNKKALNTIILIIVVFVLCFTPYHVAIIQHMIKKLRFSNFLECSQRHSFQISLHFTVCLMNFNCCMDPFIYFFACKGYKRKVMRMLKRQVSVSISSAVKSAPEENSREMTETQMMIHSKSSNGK
MPTP block – mitochondrial permeability transition pore inhibitors, primary screen, biochemical, isolated mouse mitochondria, absorbance | actives 1.4% (n = 360,000) | AID 602449, 2012 | inhibition, % at 10 µM | Ca2+ swelling absorbance, 30 min;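 active = inhibition of 50% or more, scaled per plate between neutral and stimulator controls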;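 note: 0% = DMSO wells given calcium and 100% = 1 mM EGTA wells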
* hit, by the source's call.

1) Cc1cc(/C=C(\C#N)C(=O)OCC(=O)N(C)c2c(N)n(Cc3ccccc3)c(=O)[nH]c2=O)c(C)n1CC(C)C
2) Cc1ccc(Cl)cc1-c1cc(C(=O)NCc2ccc(C(F)(F)F)cc2)[nH]n1
3) CC(C)(C)OC(=O)N1CC2(CCCCC2)CC1Cc1ccc(C(F)(F)F)cc1 (stereo not drawn)
4) CC1(Cc2ccc(Cl)cc2)C(=O)Nc2c(Cl)cccc21 (stereo not drawn)
5) COc1ccc(-c2nnc(SCC(=O)N(C)C3CCS(=O)(=O)C3)n2CC(C)C)cc1 (stereo not drawn)
6) COc1ccc(-c2nc3c(Cl)cc(C(F)(F)F)cn3c2Cc2cccc(Cl)c2)cc1OC
7) Cc1ccc([C@H]2C[C@@H](O)[C@H](n3cc(COC(=O)c4ccccc4)nn3)CN2C(=O)C2CCCCC2)cc1
8) Cc1ccccc1C1N=C2Oc3ccccc3C=C2C(=O)N1 (stereo not drawn)
9) CC1(C(=O)NS(=O)(=O)c2ccc(F)cc2F)CCN1C(=O)Cc1cc(F)ccc1F (stereo not drawn)
10) COc1ccc(NC(=O)N(C)[C@H]2C[C@H]3c4[nH]c5ccc(-c6ccc7c(c6)OCO7)cc5c4CCN3C[C@H]2[C@H](C)O)cc1
assay / compound	1	2	3	4	5	6	7	8	9	10
MPTP block	0.6	51.8*	0.6	0.4	0.8	3.0	0.6	-1.3	0.9	2.9
EBI2 block	-2.6	30.5	1.8	-0.9	-2.9	19.4	10.1	-6.7	3.7	20.8
CXCR6 inh	0.5	-12.9	-2.0	2.1	-1.0	7.1	7.1	-2.8	-7.7	-5.9

11) C=CCC[C@H](CCCCC)OC(=O)/C=C/[C@@H](O)[C@H](O)C[C@H](O)CC=C
12) CC(=O)O[C@@H]1C[C@H](c2ccccc2)OC(=O)CCCCC1=O
13) O=S(=O)(NCCS(=O)(=O)N1CCN(c2ccc(F)cc2)CC1)c1ccccc1
14) CCOC(=O)C1CCCN(C(=O)COc2ccc(C(C)(C)C)cc2)CC1 (stereo not drawn)
15) Cc1ccc(Cc2c(C3CCCCC3)nc3ccc(C)cn23)cc1
16) O=C(Nc1c2c(nn1-c1ccccc1)CS(=O)(=O)C2)C1CC1
17) CCCNC(=O)C1(C)CCCN(Cc2cccc3ccccc23)C1 (stereo not drawn)
18) CCN(CC)C(=O)c1cccc(-c2csc(C(NC(C)=O)c3cccc(OC)c3)n2)c1 (stereo not drawn)
19) CC1(C(=O)Nc2ccc3[nH]ncc3c2)CCN1C(=O)C/C=C/c1ccccc1 (stereo not drawn)
20) CC1(C(=O)NS(=O)(=O)c2cccc(Cl)c2)CCN1C(=O)Cc1ccsc1 (stereo not drawn)
assay / compound	11	12	13	14	15	16	17	18	19	20
MPTP block	0.8	0.2	0.4	1.2	7.1	-0.6	-1.6	-0.9	0.2	-1.4
EBI2 block	2.1	-2.7	1.5	-1.3	30.5	0.9	13.8	3.5	20.6	-1.4
CXCR6 inh	-6.5	2.5	-1.7	-4.3	8.4	-0.2	4.2	4.3	-0.6	0.4

One compound at a time, from the list above. Order of values: MPTP block, EBI2 block, CXCR6 inh
`CC1(C(=O)Nc2ccc3[nH]ncc3c2)CCN1C(=O)C/C=C/c1ccccc1` (stereo not drawn) in the list: 0.2, 20.6, -0.6
`O=S(=O)(NCCS(=O)(=O)N1CCN(c2ccc(F)cc2)CC1)c1ccccc1` in the list: 0.4, 1.5, -1.7
`CCOC(=O)C1CCCN(C(=O)COc2ccc(C(C)(C)C)cc2)CC1` (stereo not drawn) in the list: 1.2, -1.3, -4.3
`O=C(Nc1c2c(nn1-c1ccccc1)CS(=O)(=O)C2)C1CC1` in the list: -0.6, 0.9, -0.2

Remaining list, next part
21) Fc1cccc(Cc2c(-c3cccc(Cl)c3)nc3c4ccccc4ccn23)c1
22) NC(Cc1ccc(Cl)cc1)c1csc(Nc2ccc(S(N)(=O)=O)cc2)n1 (stereo not drawn)
23) NC(Cc1ccc(F)cc1)c1csc(Nc2ccc(C(=O)c3ccccc3)cc2)n1 (stereo not drawn)
24) COCC(=O)Nc1ccc(S(=O)(=O)Nc2onc(C)c2C)cc1
25) COc1ccc(CCN2C(=O)CCC3=C2CCC3=O)cc1OC
26) O=C(c1cccs1)N1CCN(Cc2nc(-c3ccccc3)no2)CC1
27) Cc1noc(C)c1NC(=O)N(C)C[C@@H]1Oc2ncc(Br)cc2C(=O)N([C@@H](C)CO)C[C@@H]1C
28) COCOCCn1cc(CN2CCS(=O)(=O)N(Cc3ccc(-c4ccccc4)cc3)C(CC(C)C)C2=O)nn1 (stereo not drawn)
29) CCOC(=O)N1CCN(CC(=O)Nc2nccs2)CC1
30) COc1ccc(Br)c(Cn2c(C)c(C(=O)NCc3ccc(F)cc3)sc2=O)c1
assay / compound	21	22	23	24	25	26	27	28	29	30
MPTP block	3.3	2.0	2.9	-0.9	0.0	0.6	-0.3	-1.0	-1.0	2.0
EBI2 block	8.3	-3.4	0.2	-1.4	-10.3	-9.5	-8.3	15.5	-0.9	14.4
CXCR6 inh	5.4	-13.6	-22.0	5.8	4.6	1.8	-3.9	-1.8	5.6	10.8

31) CC(=O)c1ccc(Nc2nc(C(N)CCc3ccccc3)cs2)cc1 (stereo not drawn)
32) CCCCn1c(N)c(N(CC(C)C)C(=O)CCN2C(=O)C3CC=CCC3C2=O)c(=O)[nH]c1=O (stereo not drawn)
33) CN1CCN([C@H]2CS(=O)(=O)N[C@@H]2COCc2ccccc2)CC1
34) CC(=O)c1ccc(Nc2nc(C(N)Cc3ccc(N)cc3)cs2)cc1 (stereo not drawn)
35) COc1ccccc1Cc1c(-c2ccc(OC)c(OC)c2)nc2ccc(Br)cn12
36) Cc1cc(C)cc(NC(=O)C2COc3ccccc3O2)c1 (stereo not drawn)
37) CC(C)CNc1ncnc2c1ncn2[C@H]1CN(Cc2cccs2)C[C@@H](CO)O1
38) CC(NC(=O)COC(=O)c1ccc2c(=O)n3c(nc2c1)CCCCC3)c1ccc(F)cc1 (stereo not drawn)
39) CN(C)c1ccc(-c2ccnc3c2CC(C)(C(=O)Nc2cccc(OC(F)(F)F)c2)O3)cc1 (stereo not drawn)
40) COc1cccc(CNc2nc3cc(-c4cscc4C)sc3c(=O)n2C)c1
assay / compound	31	32	33	34	35	36	37	38	39	40
MPTP block	1.7	0.0	-1.0	1.1	-1.5	2.2	0.7	-1.4	0.6	0.8
EBI2 block	6.3	-0.1	-3.0	-1.6	-1.8	1.1	-2.5	-4.8	-3.7	9.1
CXCR6 inh	-3.1	-2.6	-7.6	-6.3	-3.8	0.0	-6.0	-5.7	0.1	1.1

41) CCCN(C)C[C@H]1Oc2cc(C#Cc3ccc(F)cc3)ccc2S(=O)(=O)N([C@H](C)CO)C[C@@H]1C
42) Nc1ccc(-c2cc(NC=O)c3ncc(-c4cccc(C(F)(F)F)c4)n3c2)cn1
43) COc1cccc(CN2CCC(C(=O)NC(c3ccc4c(c3)OCO4)c3ccccn3)CC2)c1 (stereo not drawn)
44) COc1cc(C(=O)NC2CC2)cc(OC)c1OC
45) CCc1nc2ccc(C(=O)Nc3ccc(Cl)c(Cl)c3)cn2c1N(C)Cc1ccc(OC)cc1
46) CN1OC[C@@H]2CN(S(=O)(=O)c3ccccc3)[C@H](c3ccccc3Br)C[C@@H]21
47) CS(=O)(=O)N1Cc2cc(C(=O)NCC3CCCCC3)nc(-c3cccc(-c4cccnc4)c3)c2[C@H]1CCO
48) Cc1ccc(NC(=O)CCc2ccccc2)cc1C
49) Fc1cccc(Cc2c(-c3cccc(Br)c3)nc3c(Cl)cc(C(F)(F)F)cn23)c1
50) c1ccc(CSc2nnc(NC3CCCCC3)s2)cc1
assay / compound	41	42	43	44	45	46	47	48	49	50
MPTP block	-0.5	0.6	-1.1	-1.6	6.9	-2.0	-1.5	-0.3	2.8	0.9
EBI2 block	-17.6	12.0	2.0	-1.7	8.8	-2.7	12.6	9.4	3.0	1.2
CXCR6 inh	2.0	4.4	0.4	8.9	-12.1	2.5	-6.0	3.4	-16.2	-2.9

51) Cc1ccc(Cn2cc(CN3CC(N4CCCCC4)CS3(=O)=O)nn2)cc1 (stereo not drawn)
52) O=C(CSc1nnc2n1CCCCC2)NCc1ccccc1
53) N#Cc1ccc(-c2nc3ccc(Cl)cn3c2Cc2ccsc2)cc1
54) O=C(COC(=O)c1cc(S(=O)(=O)N2CCCCC2)ccc1Cl)NC1CCCCC1
55) Cn1sc2ccccc2c1=O
56) CCCC(=O)N1CCC1(C)C(=O)Nc1ccc2nc(C)ccc2c1 (stereo not drawn)
57) Cc1ccc(CSC2=NCCN2S(=O)(=O)c2ccc(C)cc2)cc1
58) O=C(O)c1c[nH]n2c(=S)ncnc12
59) C[C@@H]1CN([C@@H](C)CO)C(=O)CCCn2nncc2CO[C@@H]1CN(C)C(=O)Nc1cccc(C(F)(F)F)c1
60) CCNC(=O)C1CCCN(C(=O)c2ccc(C)c(F)c2)CC1 (stereo not drawn)
assay / compound	51	52	53	54	55	56	57	58	59	60
MPTP block	0.6	-0.5	-1.6	-0.1	-1.2	-2.2	-0.2	-0.6	3.3	0.5
EBI2 block	1.8	8.2	1.2	-4.4	6.9	-2.4	-1.6	3.4	-3.7	-2.2
CXCR6 inh	3.7	6.2	-3.9	0.7	0.5	-4.3	6.1	5.6	5.7	-7.5

61) CN(CC(=O)Nc1cc(Cl)ccc1-n1cncn1)Cc1ccccc1N1CCOCC1
62) COC1OC(c2ccccc2)=C(c2ccc(C(N)=O)cc2)c2ccc(F)cc21 (stereo not drawn)
63) C[C@@H](c1ccccc1)N1C[C@H](COCc2ccccc2)Oc2cc(N3CC[C@@H](N(C)C)C3)ccc2S1(=O)=O
64) Nc1[nH]c(C(=O)c2ccccc2)c(-c2ccccc2C(F)(F)F)c1C(=O)NCCc1cccs1
65) COc1ccc2cc(C#CC3=CC(=O)C[C@H](c4ccc(F)cc4)C3)ccc2c1
66) COCCN(Cc1ccccc1)C(=O)c1cccc(S(=O)(=O)N2CCN(Cc3ccccc3)CC2)c1
67) CN(C)CCCNC(=O)OC1CC2CC1[C@H]1CCCCN1C2=O (stereo partly drawn)
68) CCCC(=O)N1CCCC1(C)C(=O)Nc1ccc(OC(F)F)cc1 (stereo not drawn)
69) CCN(CC)CCN(C(=O)c1ccc2c(c1)CCCC2)c1nc2c(OC)cccc2s1
70) C[C@H]1CN([C@@H](C)CO)C(=O)CCCn2nncc2CO[C@H]1CN(C)C(=O)C1CCCCC1
assay / compound	61	62	63	64	65	66	67	68	69	70
MPTP block	-1.6	1.0	3.4	2.8	-0.2	-0.5	-1.7	-1.6	-0.6	-0.8
EBI2 block	-1.2	8.6	9.8	-6.5	-2.0	9.2	-1.0	-1.2	2.9	-3.6
CXCR6 inh	-2.8	8.6	17.2	-7.2	-5.6	3.4	-5.0	1.6	-8.7	-4.0

71) O=C(NCc1ccncc1)[C@@H]1CCCN1C(=O)[C@@H]1CCCN1C(=O)c1cccc2ccccc12
72) CCCCNC(=O)C1(C)CCCCN1C(=O)c1ccc2c(c1)CCO2 (stereo not drawn)
73) O=C(NCCC(F)(F)F)C1Cc2c(-c3cccc(F)c3)ccnc2O1 (stereo not drawn)
74) O=C(NCc1ccccc1)c1cc(C2COCCN2C(=O)CCc2ccccc2)on1 (stereo not drawn)
75) O=C(COC(=O)c1cccc(Cl)c1Cl)NC1CCCCCC1
76) CC1(C)CCCC2(C)C(OCCO)=CC(=O)C=C12 (stereo not drawn)
77) COc1ccc([C@@H]2C[C@H]3[C@@H](CN2S(=O)(=O)c2ccccc2)C(=O)C[C@@H](c2ccccc2)N3S(=O)(=O)c2ccc(C)cc2)cc1
78) COC(=O)c1cnc(Nc2nc(C(N)c3ccccc3Cl)cs2)nc1C(F)(F)F (stereo not drawn)
assay / compound	71	72	73	74	75	76	77	78
MPTP block	0.8	0.1	-1.0	-0.7	-0.3	0.3	0.4	3.2
EBI2 block	-1.6	-10.9	-19.9	1.2	-17.7	-11.0	6.8	1.7
CXCR6 inh	-5.2	3.9	-3.3	-10.7	1.3	-5.1	1.1	21.4

A second format for part of the listing above.
Order of values – MPTP block	EBI2 block	CXCR6 inh
[55] Cn1sc2ccccc2c1=O
 : -1.2	6.9	0.5
[56] CCCC(=O)N1CCC1(C)C(=O)Nc1ccc2nc(C)ccc2c1 (stereo not drawn)
 : -2.2	-2.4	-4.3
[57] Cc1ccc(CSC2=NCCN2S(=O)(=O)c2ccc(C)cc2)cc1
 : -0.2	-1.6	6.1
[58] O=C(O)c1c[nH]n2c(=S)ncnc12
 : -0.6	3.4	5.6

This is a subset; the hit share may differ from the screen's.
